FN deposit inh = fibronectin deposition inhibition; 350,000 tested, 0.086% active; inhibition, % at 12.6 µM; AH1F fibroblasts, Alexa488-fibronectin deposition fluorescence, overnight;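 active means mean inhibition across replicates of 30% or more, regardless of how many single replicates reach that level; inconclusive means mean under 30% yet at least half of replicates reach 30%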;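 further: positive control wells lacked labelled fibronectin entirely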
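Assay system: AH1F fibroblasts assembling fluorescent fibronectin matrix; Amount: 10000 AH1F cells per well; Buffer or medium: DMEM, 2% serum; Probe or stimulus: Alexa488-fibronectin, 24 nM final in well; Doses: single compound dose, delivered by pin transfer; Incubation: 1 h adhesion, overnight exposure; Measured by: fluorescence 485/525 nm; Read-out: fibronectin deposition inhibition.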
S100A4 MyoIIA = blocks human S100A4 binding to myosin IIA peptide; inhibition, % at 10.7 µM; S100A4/TAMRA-MyoIIA peptide fluorescence polarization; AID 652163; 360,000 tested, 0.14% active; P26447;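 active means mean inhibition of at least 70% across replicates, with every replicate also reaching that level; inconclusive means mean inhibition reaches 70% but some replicates fall short; inactive means mean inhibition below 70%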
Target sequence (P26447 whole entry, looked up): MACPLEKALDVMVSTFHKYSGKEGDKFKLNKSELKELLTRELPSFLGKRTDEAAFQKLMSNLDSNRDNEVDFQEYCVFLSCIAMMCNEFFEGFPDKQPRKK
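Test system: S100A4 monomer protein. Medium: HEPES buffer with Ca2+, pH 7.2. Reagent: fluorescent myosin IIA peptide, 5 nM. Compound dosing: single-point compound testing. Timing: 5 min between mix addition and reading. Benchmarks: DMSO neutral and TFP positive wells.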
C2C12 statin = protects C2C12 myotubes from simvastatin toxicity | ATP luminescence, 48 h; scaled: DMSO 0, geranylgeraniol control 100 | rescue of ATP level, % at 7.49 µM | 330,000 tested, 0.78% active;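 active means mean ATP rescue above about 67%, or every replicate alone reaching that limit, limit read from the data, passing the limit was not always enough; inconclusive means no clear call, values can overlap the other calls; inactive means mean under the limit and some replicate under it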;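 further: myotubes were challenged with 10 µM simvastatin during compound exposure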
Casp6 inh = caspase-6 (human) enzyme inhibition | P55212 | purified caspase-6, Z-VEID-R110 cleavage fluorescence | inhibition, % at 12.5 µM | 350,000 tested, 0.53% active;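 active means mean inhibition across replicates at least about 35%, with every replicate also reaching that limit, limit read from the data; inconclusive means only one of the two criteria met; inactive means neither criterion met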;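 further: 0% = median of neutral control wells and 100% = no fluorescence left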
Target sequence (P55212 24-179 limits assumed): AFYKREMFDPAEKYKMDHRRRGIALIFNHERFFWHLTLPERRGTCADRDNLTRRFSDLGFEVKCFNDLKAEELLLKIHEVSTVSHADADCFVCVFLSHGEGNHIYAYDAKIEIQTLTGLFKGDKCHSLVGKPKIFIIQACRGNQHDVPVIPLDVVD
Target sequence (P55212 194-293 limits assumed): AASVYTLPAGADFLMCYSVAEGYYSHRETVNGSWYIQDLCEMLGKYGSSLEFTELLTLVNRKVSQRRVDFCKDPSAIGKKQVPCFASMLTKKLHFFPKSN
LGR2 inh = Drosophila LGR2 receptor signaling inhibition; HEK293 LGR2, CRE-luciferase, bursicon-stimulated, 4 h; inhibition, % at 9.99 µM; 380,000 tested, 0.35% active; AID 720647;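 active means drop in luminescence signal, shown as inhibition above about 50% in the replicate tests, limit read from the data, passing the limit was not always enough; inconclusive means probably only some replicates passing the limit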;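 further: agonist challenge used bursicon conditioned medium at about half maximal strength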
esBAF inh = inhibitors of esBAF chromatin remodeling in mouse ES cells; Bmi1-luciferase knock-in reporter, 24 h; 100% = twice the neutral-well signal; reporter increase, % at 12.5 µM; 350,000 tested, 2% active; AID 602393; in the data active means activation above about 40%; inconclusive means no clear call, values can overlap the other calls;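 further: 0% = median of the plate's neutral control wells and 100% = double that signal; a rise in the Bmi1 reporter signal indicates esBAF inhibition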
SIRT5 block = blocks human SIRT5 desuccinylation of peptide; inhibition, % at 15 µM; Purified SirT5, succinyl-peptide AMC, trypsin-coupled fluorescence; 330,000 tested, 1.1% active; in the data active means inhibition above about 15%; inconclusive means no clear call, values can overlap the other calls
Target sequence (Q9NXA8 whole entry, looked up): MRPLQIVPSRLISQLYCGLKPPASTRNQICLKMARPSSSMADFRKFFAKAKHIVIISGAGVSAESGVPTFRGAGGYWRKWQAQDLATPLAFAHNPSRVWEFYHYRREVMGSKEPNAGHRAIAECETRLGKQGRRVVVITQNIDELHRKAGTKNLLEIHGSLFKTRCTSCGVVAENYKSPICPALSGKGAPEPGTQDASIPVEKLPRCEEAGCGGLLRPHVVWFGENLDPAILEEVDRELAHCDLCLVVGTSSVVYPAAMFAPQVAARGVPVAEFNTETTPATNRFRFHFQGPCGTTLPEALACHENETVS
The depositor's hits bear a star; ? = inconclusive; nt = no result given. A portion of the library, so the mix of outcomes need not match the whole.

SMILES	FN deposit inh	S100A4 MyoIIA	C2C12 statin	Casp6 inh	LGR2 inh	esBAF inh	SIRT5 block
Cc1cc(N/C=C/C(=O)c2ccccc2)ccc1Br	0	4	-1	-1	0	-9	-4
O=C(c1cnccn1)N1CC2(C1)[C@H](c1ccccc1)[C@@H](CO)N2C(=O)c1ccccc1	nt	-3	nt	-1	7	nt	1
Cc1ccc(CNC(=O)COC(=O)c2cc(=O)[nH]c3ccccc23)cc1	2	-8	3	-1	2	1	-4
Cc1nc2ccc(NC(=O)c3ccco3)cc2nc1C	5	5	nt	0	6	nt	-2
CC1CCCC(NC(=O)COC(=O)COc2ccccc2Cl)C1C (stereo not given)	7	10	nt	-11	-5	nt	-1
Cc1cccc(NC(=O)CSc2nnc(C)c(=O)n2N)c1	-8	8	7	-2	11	2	-4
CCOC(=O)CNC(=O)CSc1nc(-c2cccc(C)c2)ns1	-3	-1	nt	5	-16	nt	1
O=C(C1CCCCC1)N(CCN1CCCC1)c1nc2ccccc2s1	nt	-2	nt	-1	-37	nt	3
O=S(=O)(N[C@@H]1CC[C@@H](CCn2cc(C3(O)CCCC3)nn2)O[C@H]1CO)c1ccccc1	nt	-12	-2	-4	5	-2	1
O=C(c1cccc(F)c1)N1C[C@H]2[C@@H](c3ccccc31)[C@@H](CO)N2Cc1cocn1	-1	0	-22	-1	6	-8	4
CCCCNC(=O)c1ccc2nc(CC)c(N(C)Cc3cccs3)n2c1	5	-3	-25	nt	17	-2	1
O=C(NCC[C@@H]1CC[C@@H](NS(=O)(=O)c2cccc(F)c2)[C@H](CO)O1)C1CCC1	nt	4	1	1	5	-2	1
CCc1ccc(/C=N/NC(=O)c2cc(C3CC3)nc3ccccc23)s1	9	nt	-94	nt	nt	-17	nt
Cc1ccc(C)c(NC(=O)CSc2nnc(-c3ccccc3)n2N)c1	nt	nt	-3	nt	11	-2	nt
CN1C(=O)C(O)(CC(=O)c2cccs2)c2ccccc21 (stereo not given)	-4	1	nt	-1	-8	nt	-3
Cc1oc2c(CN3CCCCC3)c(O)ccc2c(=O)c1-c1ccc(Br)cc1	-1	0	-12	-6	6	3	-9
C=CCn1c(C)csc1=Nc1ccc(C(C)=O)cc1	5	-2	nt	9	-43	nt	-9
C[C@@H]1CCCCO[C@@H](CN(C)C(=O)Nc2cccc3ccccc23)[C@@H](C)CN([C@H](C)CO)C(=O)c2cc(NS(=O)(=O)c3cccs3)ccc2O1	nt	?	-13	4	-4	-2	6
CSc1nc(C)nc(N/C=C(\C#N)S(=O)(=O)c2ccccc2Cl)n1	6	-1	nt	-1	-1	nt	0
CN(C)S(=O)(=O)c1cccc(NC(=O)c2cccc(S(=O)(=O)N3CCc4ccccc43)c2)c1	6	-2	8	0	21	-18	-1
O=C(CCC(=O)N1CCOc2ccc(Cl)cc21)NCCN1CCOCC1	-5	4	-14	1	-10	-8	-1
Cc1ccc(NC(=O)CN2CCN(C)CC2)cc1Br	2	1	3	-4	nt	9	-1
COc1ccccc1-c1ccc([C@H]2[C@@H](CO)N(C(C)=O)[C@H]2CN(C)C(C)=O)cc1	7	9	nt	-2	-19	nt	1
CO[C@H](CN(C)S(=O)(=O)c1ccc(C)cc1)[C@@H](C)CN([C@@H](C)CO)S(=O)(=O)c1cccc(Cl)c1	1	0	5	-1	4	-3	0

Two compounds from above, showing only C2C12 statin and S100A4 MyoIIA.
molecule | C2C12 statin | S100A4 MyoIIA
CN(C)S(=O)(=O)c1cccc(NC(=O)c2cccc(S(=O)(=O)N3CCc4ccccc43)c2)c1 | 8 | -2
CCc1ccc(/C=N/NC(=O)c2cc(C3CC3)nc3ccccc23)s1 | -94 | nt

Going on with the list:
SMILES	FN deposit inh	S100A4 MyoIIA	C2C12 statin	Casp6 inh	LGR2 inh	esBAF inh	SIRT5 block
Cc1cc(Br)ccc1NC(=O)CN(C)C(=O)c1cccc(S(=O)(=O)N2CCN(C)CC2)c1	nt	-1	-2	0	9	18	1
COc1cccc2c(=O)n(CC(=O)Nc3ccccc3)ccc12	-9	-10	9	5	-6	-3	-4
Cc1ccc2[nH]c3c(c2c1)CCCC3C(N)=O (stereo not given)	-2	6	nt	3	nt	nt	5
Cc1nc(N2CCOCC2)nc(Oc2ccccc2F)c1[N+](=O)[O-]	26	1	nt	4	-12	nt	0
Cc1nc2ccccc2c(=O)n1-c1cccc(NC(=O)c2cccs2)c1	3	-5	-5	2	-3	7	-6
COc1ccc(-c2cnc3c(c2)C(=O)N([C@@H](C)CO)C[C@@H](C)[C@H](CN(C)C(=O)C2CC2)O3)cc1	nt	nt	-2	nt	1	-9	nt
COc1ccc(N2CC(C(=O)NCCc3ccc(OC)c(OC)c3)CC2=O)cc1 (stereo not given)	-3	nt	2	nt	nt	8	nt
CCn1c(C)c(CS(=O)(=O)c2ccccc2)[nH]c1=O	-5	3	nt	3	-7	nt	1
CCCNC(=O)N1[C@H](C#N)[C@H](c2ccccc2-c2ccc(C)cc2)[C@@H]1CO	-1	-4	nt	-3	-4	nt	1
OC(c1ccccc1)c1ncc(-c2ccc(C(F)(F)F)cc2)[nH]1 (stereo not given)	4	36	nt	1	-18	nt	-2
NS(=O)(=O)c1ccc(CCNC(=O)CNC(=O)c2ccccc2Br)cc1	7	-7	-17	nt	0	1	-4
CN(C)CCOc1ccc(-c2c(-c3ccsc3)sc3ccccc23)cc1	-1	-6	-127	-13	nt	3	-3

Structures from the list above with an aryl thioether with sulfur outside any ring, in the order listed:
SMILES	FN deposit inh	S100A4 MyoIIA	C2C12 statin	Casp6 inh	LGR2 inh	esBAF inh	SIRT5 block
Cc1cccc(NC(=O)CSc2nnc(C)c(=O)n2N)c1	-8	8	7	-2	11	2	-4
CCOC(=O)CNC(=O)CSc1nc(-c2cccc(C)c2)ns1	-3	-1	nt	5	-16	nt	1
Cc1ccc(C)c(NC(=O)CSc2nnc(-c3ccccc3)n2N)c1	nt	nt	-3	nt	11	-2	nt
CSc1nc(C)nc(N/C=C(\C#N)S(=O)(=O)c2ccccc2Cl)n1	6	-1	nt	-1	-1	nt	0

More results follow.
SMILES	FN deposit inh	S100A4 MyoIIA	C2C12 statin	Casp6 inh	LGR2 inh	esBAF inh	SIRT5 block
COc1ccc(S(=O)(=O)Nc2ccc3c(c2)C(=O)N([C@H](C)CO)C[C@@H](C)[C@H](CN(C)C(=O)Nc2ccc(C(F)(F)F)cc2)OCCCC[C@H](C)O3)cc1	-7	-7	nt	-2	1	-7	13
COc1ccc2c3c([nH]c2c1)[C@@H](CO)N(C(=O)CN1CCOCC1)CC31CN(C(C)=O)C1	nt	0	nt	4	-27	nt	2
O=C(C[C@@H]1CC[C@@H](NC(=O)c2cccc(F)c2)[C@@H](CO)O1)NCc1ccccc1	4	-12	1	-2	13	-2	-2
O=c1/c(=C\c2cccc(O)c2)sc2nc(-c3ccccc3)c(-c3ccccc3)n12	-6	-4	nt	-1	6	nt	1
CCC(=O)N1CC(=O)N2[C@@H](CO)[C@H](c3ccc(-c4ccc(C#N)cc4)cc3)[C@@H]2C1	4	nt	nt	nt	-10	nt	-1
CC(=O)Nc1ccc(C2=NN(C)C(=NCc3ccccc3)SC2)cc1	-11	-5	nt	0	3	nt	13
COCCNC(=O)CN(CCc1ccccc1)S(=O)(=O)c1ccc(OC)cc1	nt	-2	1	0	-10	-3	-4
CN(C)CC(=O)N1[C@@H]2c3cccc(=O)n3C[C@H]1[C@H](CO)[C@H]2C(=O)NCc1ccccc1	nt	2	1	0	10	-6	8
CO[C@H]1CN(C)C(=O)c2ccc(NS(=O)(=O)c3ccc(Cl)cc3)cc2OC[C@H](C)N(C)C[C@@H]1C	-6	3	nt	-2	13	nt	4
CC(=O)c1c(C)[nH]c(C(=O)CN2C(=O)NC(C)(C)C2=O)c1C	-5	-2	-8	2	11	-11	-1
O=C(CN1CCN(C(=O)C2CCCO2)CC1)Nc1ccc(Cl)c(Cl)c1 (stereo not given)	2	-7	3	0	4	-4	-3
CC(C)(C)c1ccc(/C=N/OCC(=O)NCc2ccccc2)cc1	8	0	nt	4	11	nt	-3
Cc1ccc(N(Cc2ccccc2)C(=O)c2cc(S(=O)(=O)N3CCOCC3)ccc2C)cc1	4	1	13	3	17	5	0
Fc1ccccc1OCC1CCCN(Cc2nc(CC3CC3)no2)C1 (stereo not given)	7	1	9	-1	-17	-2	0
Cc1cc(C)cc(NC(=S)Nc2cccc3cnccc23)c1	0	4	nt	20	15	nt	-1
CNc1cc(-c2cc(OC)ccc2OC)ncn1	20	-1	-2	-3	6	3	nt
CCN(CC)S(=O)(=O)c1ccc(/C=C/C(=O)OCC(=O)Nc2cccc3ccccc23)cc1	2	2	5	2	-7	0	-2
COc1ccc(/C=C/C(=O)NCCOc2ccc(C)cc2)cc1	0	nt	-1	nt	3	-1	nt
O=C(Nc1ccc2c(c1)OCO2)N[C@@H]1CC[C@@H](CCNC(=O)C2CCOCC2)O[C@H]1CO	-7	4	-2	-1	2	-5	-3
C/C=C/c1ccc([C@H]2[C@H]3CN(C(=O)Nc4ccccc4F)CCCCN3[C@H]2CO)cc1	nt	1	nt	-4	-2	nt	-2
COc1cccc(NC(=O)CN(C)C(=O)Cc2ccc3c(c2)CCC3)c1	-11	-3	3	-2	-5	4	-4
O=C1CS/C(=N/N=C/c2ccccc2)N1c1ccc(O)cc1	7	2	1	-1	10	5	2
CCN1CCN(CCCN(Cc2ccco2)C(=S)Nc2cccc(Cl)c2C)CC1	16	-3	nt	-4	10	nt	1
CCCC(=O)Nc1ccc2c(c1)C(=O)N(C)C[C@H](OC)[C@@H](C)CN(Cc1nccs1)[C@@H](C)CO2	-2	-12	-16	nt	1	-5	7

Bioassay records: PubChem, Broad Institute
